# Source: PubChem (National Center for Advancing Translational Sciences (NCATS))
# Tau fluor cs: Counterscreen qHTS for Inhibitors of Tau Fibril Formation, Fluorescence Polarization. tau K18 P301L Alexa594 fluorescence, heparin fibrillization. Potency, µM (top dose mostly 57.7 µM), for the others: at the top dose activity change, negative = decrease. hit rate 0.93% among 280,000. AID 1463, 2008; note: potency is the fitted concentration of half-maximal effect; % is set by controls: 0 for no effect and ±100 for the full control effect; nearly all actives have a fitted effect of over 55% in size
#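 Human tau K18 P301L (15 uM unlabeled, 0.24 uM Alexa 594-labeled) in 100 mM sodium acetate pH 7 with 20 uM heparin, 6 hr at 37 C. ThT 30 uM added, 1 hr ambient; Alexa 594 FP and total fluorescence read at 555/632 nm.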
# TRb SRC2 PPI: qHTS for Inhibitors of the Interaction of Thyroid Hormone Receptor and Steroid Receptor Coregulator 2; TRbeta-SRC2 peptide binding, fluorescence polarization; receptor liganded with 1 µM T3; Potency, µM (titrated, usually from 106 µM), without a hit: at the highest dose activity change, negative = inhibition, hits mostly inhibitors; hit rate 0.065% among 280,000; Thyroid hormone receptor beta (Homo sapiens), P10828; AID 1469, 2008;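 note: potency is the fitted concentration of half-maximal effect; plate controls were bound peptide for no effect and peptide without receptor for full effect; nearly all actives have a fitted effect of over 50% in size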
#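 Human TRb ligand-binding domain (0.6 uM) is mixed with 20 nM Texas Red SRC2 peptide and 1 uM T3; after compound addition and 5 hr at ambient temperature, polarization is measured and normalized to unbound and bound controls.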
# aGal spleen mod: qHTS Assay for Inhibitors and Activators of Human alpha-Galactosidase From Spleen Homogenate; human spleen homogenate, 4MU-alpha-Gal fluorescence, 40 min; Potency, µM (titrated, usually from 80 µM), without a hit: top-dose activity change, negative = inhibition, usual class: inhibitors; hit rate 0.008% among 240,000; AID 2107, 2009;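 note: potency is the fitted concentration of half-maximal effect; 0% = enzyme with vehicle and -100% = no enzyme basal signal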
#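 Inhibition or activation of alpha-galactosidase in human spleen homogenate is scored by 4-MU fluorescence after 40 min at 37C, pH 5.0, with 1 mM substrate. AC50s come from concentration-response fitted to the Hill equation.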
# Epigenetic derep: Quantitative High-Throughput Screen for Regulators of Epigenetic Control | murine LDR cells, GFP reporter derepression, 30 h | Potency, µM (series often up to 53.9 µM), for the others: at the highest dose GFP activation, hits mostly activators | hit rate 0.2% among 280,000; note: potency is the fitted concentration of half-maximal effect; % of control where 0% means no effect; nearly all actives have a fitted effect of over 60% in size
#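 In this reporter-derepression format, murine cells bearing a silenced integrated CMV-GFP locus incubate with test compound (30 h, 37 C), then are washed and imaged; fluorescent objects of 20–120 um count as induced cells.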
# NPSR antag: qHTS Assay for Antagonists of the Neuropeptide S Receptor: cAMP Signal Transduction; hit rate 1% among 220,000; CHO-NPSR cells, cAMP TR-FRET, antagonist mode; Potency, µM (highest dose often 38.3 µM), inactives show top-dose activity change, negative = inhibition, hits mostly inhibitors; Q6W5P4; note: potency is the fitted concentration of half-maximal effect; % is set by controls: 0 for no effect and ±100 for the full control effect; nearly all actives have a fitted effect of over 50% in size; many of its hits are not listed in these tables
# Target sequence (Q6W5P4 whole entry, looked up): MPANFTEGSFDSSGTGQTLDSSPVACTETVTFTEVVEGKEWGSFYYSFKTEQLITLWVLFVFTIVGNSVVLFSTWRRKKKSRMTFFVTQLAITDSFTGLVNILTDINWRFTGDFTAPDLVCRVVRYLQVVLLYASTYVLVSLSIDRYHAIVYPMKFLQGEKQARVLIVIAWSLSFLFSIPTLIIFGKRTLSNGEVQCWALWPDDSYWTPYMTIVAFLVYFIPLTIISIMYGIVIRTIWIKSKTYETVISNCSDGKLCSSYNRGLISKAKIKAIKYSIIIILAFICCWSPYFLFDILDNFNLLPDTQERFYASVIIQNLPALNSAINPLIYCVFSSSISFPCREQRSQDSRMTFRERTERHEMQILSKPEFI
# TR SRC2 fluor cs: Total Fluorescence Counterscreen for Inhibitors of the Interaction of Thyroid Hormone Receptor and Steroid Receptor Coregulator 2; TRb/SRC2 Texas Red total fluorescence interference; Potency, µM (titrated, usually from 106 µM), inactives show at the top dose fluorescence change, negative = quenching; hit rate 0.29% among 280,000; AID 1479, 2009; active = well fitted curve in either direction with a large enough effect; inconclusive = small, poorly fitted or top-dose-only effect; note: potency is the fitted concentration of half-maximal effect; % is set by controls: 0 for no effect and ±100 for the full control effect
#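 Flags fluorescent or light-absorbing compounds by total fluorescence, S + 2P, at 555 nm excitation and 632 nm emission. Mixture: 20 nM Texas Red SRC2 peptide, 0.6 uM human TRb LBD, 1 uM T3, 5% DMSO; compound exposure 5 h at ambient temperature.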
# CBFb-RUNX1 inh: qHTS Assay for Compounds Blocking the Interaction Between CBF-beta and RUNX1 for the Treatment of Acute Myeloid Leukemia; AlphaScreen CBFb-His/RUNX1-biotin binding, biochemical; Potency, µM (titrated, usually from 59.8 µM), for inactives: top-dose activity, negative = inhibition, usual class: inhibitors; 230,000 tested, under 10 active; AID 1477, 2009; note: % of control where 0% means no effect
# Target sequence (Q01196 whole entry, looked up): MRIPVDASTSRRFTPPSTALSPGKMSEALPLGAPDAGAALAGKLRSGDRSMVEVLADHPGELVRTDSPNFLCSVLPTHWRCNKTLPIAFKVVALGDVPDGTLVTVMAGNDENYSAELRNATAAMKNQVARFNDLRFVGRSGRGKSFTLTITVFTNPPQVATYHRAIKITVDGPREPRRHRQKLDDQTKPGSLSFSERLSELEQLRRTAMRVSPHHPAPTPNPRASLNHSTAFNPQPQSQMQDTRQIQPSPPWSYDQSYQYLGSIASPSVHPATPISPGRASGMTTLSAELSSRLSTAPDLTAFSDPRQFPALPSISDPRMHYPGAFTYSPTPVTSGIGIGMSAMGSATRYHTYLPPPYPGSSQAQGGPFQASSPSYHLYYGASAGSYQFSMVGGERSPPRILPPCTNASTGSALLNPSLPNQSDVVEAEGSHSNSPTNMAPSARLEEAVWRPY
# Target sequence (Q13951 whole entry, looked up): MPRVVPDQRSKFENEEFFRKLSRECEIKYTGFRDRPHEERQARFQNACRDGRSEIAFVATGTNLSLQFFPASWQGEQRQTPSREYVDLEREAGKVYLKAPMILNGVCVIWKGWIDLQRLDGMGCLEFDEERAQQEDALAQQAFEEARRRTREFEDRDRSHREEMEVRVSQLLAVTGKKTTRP
#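 Room-temperature protein-protein interaction test with 30 nM each of His-tagged CBF-beta and biotinylated RUNX1, 15 min with compound, then 90 min with nickel plus streptavidin beads. Signal read in AlphaScreen mode.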
# Tau FP inhib: qHTS for Inhibitors of Tau Fibril Formation, Fluorescence Polarization | Microtubule-associated protein tau (Homo sapiens), P10636 | K18 P301L tau heparin fibrillization, Alexa594 FP, 6 h | Potency, µM (series often up to 57.7 µM), inactives show at the top dose activity, negative = inhibition, hits mostly inhibitors | hit rate 0.39% among 280,000 | AID 1468, 2008; note: potency is the fitted concentration of half-maximal effect; % is set by controls: 0 for no effect and ±100 for the full control effect; nearly all actives have a fitted effect of over 55% in size
#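 Human tau K18 […] P301L fragment, 15 uM unlabeled plus 0.24 uM Alexa 594-labeled tau (final), with compound and 20 uM heparin in 100 mM sodium acetate pH 7; 6 hr at 37 C, then Alexa 594 FP read.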
# The depositor's hits bear a star; ? = inconclusive; / = not tested or not shown; & = joins results of further samples; [ ] = another dose, or the depositor's remark. Unless noted, calls come from the whole dose curve; as a rule, active = well fitted curve in the direction sought with a large enough effect; inconclusive = small, poorly fitted or top-dose-only effect, or another doubt; inactive = no such curve, though single readings can be large; an effect the other way counts as inactive or inconclusive. The list is partial; count on the stated rates, not on these rows.
SMILES,Tau fluor cs,TRb SRC2 PPI,aGal spleen mod,Epigenetic derep,NPSR antag,TR SRC2 fluor cs,CBFb-RUNX1 inh,Tau FP inhib
Cc1[nH]c2ccccc2c1C(=O)CSc1ncn[nH]1,4%,-1%,13%,0.0%,-1%[46.1 µM],1%,-1%,3%
Clc1ccccc1-c1nnc2sc(C3COc4ccccc4O3)nn12 (stereo not given),-16%,-5%,-1%,-0.9%,-21%[46.1 µM],0%,3%,-3%
Clc1ccc2nc(-c3ccccc3)nc(C(Cl)Cl)c2c1,-23%,4%,-10%,-0.4%,-46%,-3%,1%,-8%
Cc1ccc(NC(=O)Cn2cnc3sc(C(=O)NCCN(C)C)c(C)c3c2=O)cc1Cl,-15%,2%,1%,-1.0%,-1%[46.1 µM],3%,4%,-16%
Oc1c(C(Nc2ccccn2)c2ccccn2)ccc2cccnc12 (stereo not given),-19%,-11%,1%,3.5µM*,?,-4%,?,2%
COc1ccc2[nH]c(=O)c(CN(Cc3cccnc3)Cc3nnnn3CC3CCCO3)cc2c1 (stereo not given),-13%,5%,10%,-5.4%,6%,-2%,13%,12%
CN(C)c1nc2n(c(=O)n1)CCO2,-8%,-5%,-8%,-1.1%,4%[46.1 µM],1%,2%,-8%
COc1ccc(-c2cc(C(F)(F)F)nc(SCC(=O)Nc3cc(C)on3)n2)cc1,-16%,-3%,7%,-2.1%,?,0%,12%,-18%
O=C(Cn1nc(-c2ccccc2)ccc1=O)NCCN1CCN(c2cccc(Cl)c2)CC1,-18%,8%,4%,5.0%,-9%[46.1 µM],0%,-7%,6%
CC(NC(=O)Cc1cccs1)C(c1cccs1)N1CCN(c2ccccc2F)CC1 (stereo not given),?,8%,7%,1.0%,?,3%,-2%,-15%
COc1ccc(NC(=S)N2CCCC2c2ccc(OC)c(OC)c2)cc1 (stereo not given),-24%,3%,6%,-1.0%,10%,-1%,13%,-7%
COC(=O)CCCC1=CC2=C(c3ccccc3)C(=O)C(C)(OC(=O)C3CCCC3)C(=O)C2=CN1c1ccc(OC)cc1 (stereo not given),-2%[11.6 µM],-2%[11.2 µM],-1%[17.5 µM],7.7%,-37%,-4%[11.2 µM],?,-4%[11.6 µM]
CCn1cc(CN2CCc3c([nH]c4ccccc34)C2c2ccc(F)c(OC)c2)c(C)n1 (stereo not given),?,11%,2%,3.1%,?,-2%,-8%,0%
Cc1cc(N2CCN(S(=O)(=O)c3ccc(C)c(C)c3)CC2)c2ccccc2n1,-10%,0%,0%,-0.1%,?,-3%,-6%,-2%
COc1ccccc1N1CCN(C(=O)CSc2nc(-c3ccc(C(C)C)cc3)no2)CC1,-20%,-1%,/,-0.1%,/,-4%,/,12%
COC(=O)c1ccc(Nc2cc(C)nc3ccccc23)cc1,-11%,-6%,5%,1.6%,30%,-2%,4%,8%
c1ccc(Oc2nc(NCc3ccco3)nc(NCc3ccco3)n2)cc1,9%,-25%,1%,-2.7%,-21%[46.1 µM],0%,-6%,5%
CC(C)OC(=O)c1c(NC(=O)CCC(=O)O)sc2c1CCCCC2,5%,0%,3%,-1.6%,-27%,-3%,10%,-1%
Cc1csc(NC(=O)Nc2ccccc2[N+](=O)[O-])n1,-19%,-1%,2%,1.1%,-8%,-1%,-2%,3%
Cc1ccc(-n2nc(CO)c(C(=O)NC(C)CCCc3ccccc3)n2)cc1C (stereo not given),-2%,-3%,/,-2.0%,/,-2%,/,-14%
N#C/C(=C\c1ccc(/C=C(/C#N)c2nn(CCO)c(N)c2C#N)cc1)c1nn(CCO)c(N)c1C#N,-13%,-2%,4%,?,17%,-6%,8%,1%
CCOC(=O)CCc1c(C)c2ccc(O)cc2oc1=O,1%,-3%,?,0.0%,-4%[46.1 µM],0%,4%,5%
Cc1nc2ccccn2c1C(=O)N/N=C/c1ccc([N+](=O)[O-])cc1,-6%,8%,-1%,0.0%,7%,-2%,8%,-1%
CCOC(=O)c1[nH]c(C)c(C(=O)Nc2ccc(C)c(F)c2)c1C,-4%,-21%,8%,-9.5%,8%[46.1 µM],-1%,9%,-10%
CCSc1nnc(CNC(=O)c2ccccc2F)n1-c1ccccc1OC,-5%,4%,-4%,?,9%,-1%,-11%,1%
# (continued)
SMILES,Tau fluor cs,TRb SRC2 PPI,aGal spleen mod,Epigenetic derep,NPSR antag,TR SRC2 fluor cs,CBFb-RUNX1 inh,Tau FP inhib
c1ccc(-c2nnc(SCc3nnc(-c4cccs4)o3)o2)cc1,-16%,-15%,-5%,0.0%,-16%[46.1 µM],2%,5%,0%
Cc1ccc2nc(N3CCN(C(=O)C4CC4)CC3)sc2c1,-11%,1%,/,-0.4%,/,0%,/,?
Cc1csc(NC(=O)C2=NN(c3ccccc3)C(=O)CC2)n1,-1%,-1%,6%,18%,-22%,-1%,6%,5%
Cc1cc(C)c2c(N)c(C(=O)N3CCCCCC3)sc2n1,-7%,0%,5%,0.0%,-6%[46.1 µM],-3%,5%,5%
C/C(=N\NS(=O)(=O)c1ccc(C)c([N+](=O)[O-])c1)c1cc2ccccc2o1,-26%,-10%,-8%,0.5%,-8%[46.1 µM],-3%,-4%,-2%
O=S(=O)(NC1CCCC1)c1ccccc1Br,-6%,-4%&5%,-4%&-1%,1.1%,13%,-1%&0%,21%&3%,0%
CCCNC(=O)[C@H]1O[C@@H]1C(=O)N[C@H](C(=O)N1CCC[C@H]1C(=O)OC)[C@@H](C)CC,-2%,11%,-6%,2.9%,/,-1%,21%,-5%
CCOC(=O)c1oc2cc(OCC(=O)OC)ccc2c(=O)c1-c1ccc(OC)c(OC)c1,2%,-2%,4%,0.1%,-10%,-4%,3%,-1%
CCCC12CN3CCN(CC(C3)/C1=N\NC(=O)Nc1ccccc1)C2,-5%,-2%,-5%,-1.9%,11%,-2%,-1%,4%
OCCNC(=S)Nc1cc(Cl)cc(Cl)c1,-9%,3%,-4%,0.0%,-3%,-1%,1%,-11%
COc1ccc(/C=N/n2c(C)nc3c([nH]c4ccccc43)c2=O)cc1CN1CCCC(C)(C)C1,2%,-1%,11%,18%,1%,-1%,5%,4%
O=C(Nc1nnc(Cc2ccccc2)s1)c1cnccn1,3%,7%,12%,-1.6%,10%,-2%,-6%,1%
Cc1nn(CC(=O)NCc2cccc(Br)c2)c(=O)c2c1sc1ccccc12,-19%,?,/,16%,/,-4%,/,?
Cc1ccc(-c2ccc(CO)o2)cc1N,-1%,1%,7%,1.4%,12%,0%,-4%,9%
O=C(Nc1ccc(F)cc1)c1ccccc1,-6%,-10%,8%,2.1%,5%[46.1 µM],0%,4%,3%
CCc1cccc(NC(=O)Cn2c3[n+](c4ccc(C(F)(F)F)cc42)CCCCC3)c1,1%,3%,8%,0.1%,2%,-2%,-3%,9%
COC(=O)C(C(=O)OC)C(C(=O)OC)C(C(=O)OC)C(=O)OC,4%,9%,-6%,0.0%,6%,0%,-1%,-3%
Nc1nn(-c2ccccc2)nc1C(=O)OCc1c(F)cccc1Cl,?,2%,/,-1.1%,/,4%,/,?
Clc1ccc(-c2nc3n(n2)Cc2ccccc2-3)cc1,1%,-3%,4%,-1.2%,-6%[46.1 µM],-1%,0%,1%
O=c1cc(-c2ccccc2)n2c(SCc3c(F)cccc3Cl)nnc2[nH]1,-12%,-4%,/,0.8%,/,-1%,/,-7%
CCNS(=O)(=O)c1cc(-c2nnc(Nc3cccc(C(F)(F)F)c3)c3ccccc23)ccc1C,?,9%,/,4.7%,/,-3%,/,?
CCC(CO)NCc1ccc2c(c1)n(C)c(=O)n2C (stereo not given),4%,-2%,1%,-7.2%,-4%[46.1 µM],0%,7%,4%
O=C(NNC(=O)C1CC2CCC1C2)c1sc2ccccc2c1Cl (stereo not given),0%,-2%,-5%,0.0%,-17%,-3%,-2%,?
Cc1cc(NC(=O)CN2CCOCC2)n(-c2nc3ccccc3s2)n1,-8%,-2%,11%,0.0%,-19%[46.1 µM],1%,2%,-18%
Cc1oc(-c2cccs2)nc1CS(=O)CC(=O)NCCCOC(C)C (stereo not given),-6%,7%,3%,-1.7%,-1%[46.1 µM],1%,-1%,-5%
COc1ccc(CCNC(=O)CSc2nc(-c3ccc(OC)c(OC)c3)ccc2C#N)cc1,-3%,2%,5%,?,8%[46.1 µM],2%,-1%,-4%
COc1ccc(NC(=O)c2sccc2-n2cccc2)cc1,-3%,-2%,3%,-0.3%,-1%,-1%,3%,5%
O=c1c2ccccc2c(C=Nc2cccc(S(=O)(=O)NC3=NCCCCC3)c2)c(O)n1Cc1ccccc1,-21%,1%,-2%,2.5%,-18%,-2%,2%,?
Cc1oc(-c2ccccc2)cc1C(=O)Nc1ccccc1,-7%,7%,2%,-1.0%,-7%[46.1 µM],0%,3%,-11%
Cc1sc2nc(CSCC(=O)Nc3ccccc3C#N)[nH]c(=O)c2c1C,-9%,6%,-2%,2.0%,8%,-2%,-2%,0%

# Some of the entries above, reformatted.
compound	Tau fluor cs	TRb SRC2 PPI	aGal spleen mod	Epigenetic derep	NPSR antag	TR SRC2 fluor cs	CBFb-RUNX1 inh	Tau FP inhib
O=S(=O)(NC1CCCC1)c1ccccc1Br	-6%	-4%&5%	-4%&-1%	1.1%	13%	-1%&0%	21%&3%	0%
Cc1cc(NC(=O)CN2CCOCC2)n(-c2nc3ccccc3s2)n1	-8%	-2%	11%	0.0%	-19%[46.1 µM]	1%	2%	-18%
Cc1cc(C)c2c(N)c(C(=O)N3CCCCCC3)sc2n1	-7%	0%	5%	0.0%	-6%[46.1 µM]	-3%	5%	5%
c1ccc(-c2nnc(SCc3nnc(-c4cccs4)o3)o2)cc1	-16%	-15%	-5%	0.0%	-16%[46.1 µM]	2%	5%	0%
